# APP 5'UTR act = APP 5'UTR luciferase reporter activation; AID 1276; 190,000 compounds, 1% hits; activation, % at 2 µM; SH-SY5Y APP 5'UTR luciferase reporter, luminescence; zero percent = DMSO vehicle wells;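 active = activation above a set limit, based on mean plus 3 SD of controls, cut at about 140% in these data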; also: values of inactives mirror those of a sister screen read the other way
# TNAP inh noacc = blocks human TNAP activity with no phosphate acceptor present; inhibition, % at 20 µM; 200,000 compounds, 0.26% hits; purified TNAP, CDP-star luminescence, 30 min; AID 1012;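 active = tissue-nonspecific alkaline phosphatase inhibition above about 50% at 20 µM in the single-dose screen, limit read from the data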;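 also: 0% = DMSO negative control and 100% = EDTA positive control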
# Target sequence (P05186 whole entry, looked up): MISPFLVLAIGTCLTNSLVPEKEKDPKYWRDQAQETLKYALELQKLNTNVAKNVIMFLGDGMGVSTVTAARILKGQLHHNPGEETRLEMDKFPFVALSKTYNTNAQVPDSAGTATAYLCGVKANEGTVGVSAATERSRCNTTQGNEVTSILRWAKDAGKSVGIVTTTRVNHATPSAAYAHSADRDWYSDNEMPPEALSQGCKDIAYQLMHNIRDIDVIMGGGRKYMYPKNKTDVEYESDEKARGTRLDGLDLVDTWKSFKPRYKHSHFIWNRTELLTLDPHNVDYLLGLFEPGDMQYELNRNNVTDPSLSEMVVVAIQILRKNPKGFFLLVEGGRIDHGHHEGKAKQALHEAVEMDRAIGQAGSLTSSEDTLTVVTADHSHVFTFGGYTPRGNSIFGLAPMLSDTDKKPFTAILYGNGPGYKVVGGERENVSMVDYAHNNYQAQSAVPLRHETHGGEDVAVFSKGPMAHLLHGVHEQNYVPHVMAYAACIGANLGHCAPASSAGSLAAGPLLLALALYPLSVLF
# TNAP act hiacc = activators of human TNAP at high phosphate acceptor concentration; P05186; activation factor at 20 µM; 200,000 tested, under 10 active; purified TNAP, CDP-star luminescence, 1 M DEA, 30 min; hits give high values; 0 = EDTA background, 1 = DMSO-only activity; AID 1136;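 active = activation factor at least 2 at 20 µM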
#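 system = human TNAP | amount = enzyme diluted 1/800 final | reagent = 100 µM CDP-star substrate | signal = luminescent substrate turnover signal | dosing = one dose, 20 µM | benchmarks = EDTA negative control, DMSO positive control | measure = activation factor | timing = 30 min reaction, room temperature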
# PMI act hi M6P = PMI (human) activation, high substrate; activation factor at 20 µM; 190,000 compounds, 0.34% hits; coupled PMI enzyme assay, resazurin fluorescence, 20 min; hits give high values; 1 = untreated enzyme, 0 = substrate-free blank; P34949;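 active = activation factor of 2 or more at 20 µM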
# Target sequence (P34949 whole entry, looked up): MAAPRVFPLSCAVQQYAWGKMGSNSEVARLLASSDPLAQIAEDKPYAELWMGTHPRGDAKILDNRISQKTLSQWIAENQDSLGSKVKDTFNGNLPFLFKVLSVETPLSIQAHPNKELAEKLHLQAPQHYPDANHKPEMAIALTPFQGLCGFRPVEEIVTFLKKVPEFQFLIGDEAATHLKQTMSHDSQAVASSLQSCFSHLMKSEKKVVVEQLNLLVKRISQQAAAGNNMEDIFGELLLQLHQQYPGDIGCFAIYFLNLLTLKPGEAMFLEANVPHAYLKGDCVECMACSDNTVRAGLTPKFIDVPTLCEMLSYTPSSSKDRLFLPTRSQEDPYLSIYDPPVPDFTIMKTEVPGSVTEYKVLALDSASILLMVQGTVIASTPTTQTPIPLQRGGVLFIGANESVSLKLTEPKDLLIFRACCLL
#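 Material: human phosphomannose isomerase with PGI, G6PDH, diaphorase coupling enzymes; amount: PMI at 15 ng/mL final; also added: Mannose-6-phosphate 1.0 mM (near-saturating) plus 0.22 mM NADP+; incubation: enzyme reaction with compound 20 min at room temperature; signal: resorufin fluorescence (Ex 544/Em 590 nm) from resazurin via diaphorase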
# PMI activator = activators of human phosphomannose isomerase; P34949; activation factor at 20 µM; purified human PMI, coupled resazurin fluorescence, 20 min; hits give high values; 1 = vehicle control, 0 substrate-free wells; 190,000 compounds, 0.005% hits;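 active = activation factor of 2 or more at 20 µM, relative to plate controls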
# TNAP inh hiacc = inhibitors of human TNAP at high phosphate acceptor concentration | purified TNAP, CDP-star luminescence, 1 M DEA | inhibition, % at 20 µM | 200,000 compounds, 0.03% hits | AID 1135;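 active = over 50% inhibition of tissue-nonspecific alkaline phosphatase at 20 µM in the single-dose screen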;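 also: plate controls were DMSO wells for no effect and EDTA-quenched wells as full inhibition for full effect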
# NF-kB expr up = raises NF-kB expression in human neuronal cells; 190,000 compounds, 1.6% hits; NF-kB reporter expression; hits give high values; fold change at 12.5 µM; in the data active = fold change above about 3.3
# bIAP act = intestinal alkaline phosphatase (bovine) activation. AID 1016. 200,000 compounds, 0.17% hits. activation factor at 20 µM. purified bovine IAP, CDP-star luminescence, 30 min; hits give high values; fold of DMSO-control signal, blank-subtracted;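 active = activation factor of 2 or more at 20 µM, a signal rise over negative controls twice the positive control's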
# FLuc inhib CS = inhibits firefly luciferase, flagging false hits in luciferase inhibition screens | P08659 | ATPLite firefly luciferase biochemical luminescence, 10 min | inhibition, % at 10 µM | 200,000 compounds, 1.5% hits;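 active = inhibition above about 50% when tested at 10 µM, limit read from the data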
# FLuc act counter = affects firefly luciferase, flagging false hits in luciferase stimulation screens; P08659; ATPlite luciferase biochemical, luminescence, 10 min; 0 = ATP-free wells, 1 = DMSO control; activation factor at 10 µM; 200,000 tested, under 10 active; AID 1027;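 active = luciferase activation factor, scaled between plate controls, of at least 2 with compound at 10 µM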
#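 Material: luciferase plus luciferin reagent, cell-free. Medium: PBS buffer for ATP. Also added: ATP substrate, dispensed from a 10.24 µM working solution in PBS. Doses: test compounds dosed from 2 mM stocks in 100% DMSO. Incubation: 10 min post-reagent at room temperature. Technique: light output (luminescence). Read-out basis: luminescence gain marking luciferase activators.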
# * = called active by the depositor; nt = not tested or not shown.
SMILES,APP 5'UTR act,TNAP inh noacc,TNAP act hiacc,PMI act hi M6P,PMI activator,TNAP inh hiacc,NF-kB expr up,bIAP act,FLuc inhib CS,FLuc act counter
O=C(COC(=O)C12CC3CC(CC(C3)C1)C2)NCCc1ccccc1,11,-6,1.1,0.9,1,-6,1.2,1.1,-8,1.1
CCSc1ncnc2sc(C)c(C)c12,-4,-7,1,1,1.1,0,1.1,1,-5,1.1
Cc1nn(C)cc1C1C2=C(CC(C)(C)CC2=O)OC2=C1C(=O)CC(C)(C)C2,-5,-8,1,1.1,1.2,-1,1.2,0.9,-7,1.1
O=C1NN(c2ccc(Cl)cc2)C(=O)/C1=C\c1ccc(-c2cccc(C(=O)O)c2)o1,11,13,0.8,1.1,1.2,20,1.2,0.7,0,1
Cc1cccc(NC(=S)N/N=C/c2ccc(Cl)c([N+](=O)[O-])c2)c1,3,-9,1,1,1,-1,1.2,0.6,-3,1
CCc1ccc(NC(=O)CO/N=C(\C)c2cc3ccccc3o2)cc1,5,4,1,0.6,0.8,5,0.92,0.7,-7,1.1
CCOC(=O)N1CCN(c2c(N3CCN(c4cc(C)ccc4C)CC3)c(=O)c2=O)CC1,4,-9,1,0.9,0.9,0,0.96,1,-4,1
COc1cccc(-n2c(SCC(=O)N3CCc4ccccc43)nnc2-c2c[nH]c3ccccc23)c1,-14,-8,1,1.1,1,-1,1.1,1.1,-3,1
Cc1ccccc1N(C(=O)CCC(=O)Nc1ccccn1)C(C(=O)NC(C)C)c1ccc(O)cc1 (configuration not stated),-2,-9,1,1,1.1,-3,0.76,1.1,-3,1
CC(C)NC(=S)N1CCN(S(=O)(=O)c2cccc(C(F)(F)F)c2)CC1,28,-16,1,1,0.9,-1,0.92,0.9,-5,1.1
CCC1(C)Cc2c(sc3c2c(=O)n(C)c2nnc(SCCc4ccccc4)n32)CO1 (configuration not stated),9,-15,1.1,1.1,1.2,-6,0.86,0.9,-4,1
CC1CC(C)CN(c2ncnc3c2cnn3Cc2ccc(Cl)cc2)C1 (configuration not stated),-6,-11,1.1,0.9,0.8,-6,0.86,0.9,-9,1.1
CCCNC(=O)COC(=O)/C=C/c1ccc2c(c1)OCO2,-8,-6,1,1,1.1,-2,0.95,1.1,6,0.9
COCCNC(=O)C(c1ccco1)N(C(=O)Cn1nnc2ccccc21)c1ccccc1C (configuration not stated),-2,-10,1,0.9,0.9,1,0.93,0.9,-7,1.1
Cc1ccc(NC(=O)c2ccc3c(c2)C(=O)N(CC2CCCO2)C3=O)cc1C (configuration not stated),-10,-5,1,1,1,-3,1.3,1,11,0.9
CC(C)NC(=O)/C(C#N)=C\c1ccc(N(C)C)c(Br)c1,-4,1,1,1,1.1,2,0.99,1,-4,1
COc1ccc(OC)c(NC(=O)C2C3C=CC(C3)C2C(=O)NCc2ccccn2)c1 (configuration not stated),1,-10,1.1,1,1,-9,0.85,0.9,-6,1.1
O=C(Nc1ccc2c(c1)OCO2)Oc1ccccc1,58,-10,1,0.9,0.8,-1,1.6,0.9,30,0.7
COc1ccc(OC)c(S(=O)(=O)NCCC(C)C)c1,5,4,1.1,1.1,1.1,-7,1.1,1.2,-9,1.1
Cc1c(Br)c([N+](=O)[O-])nn1CC(=O)Nc1ccc(CC#N)cc1,4,-10,1.1,1,1,-8,1.1,0.9,-4,1
O=S(=O)(c1ccccc1)N(C1=NCCS1)S(=O)(=O)c1ccccc1,5,-5,1,1,0.9,3,0.84,0.7,2,1
CCOc1ccc(-c2nc(-c3cccnc3)no2)cc1OCC,nt,-8,1,1,1,-1,0.62,0.9,-4,1
NS(=O)(=O)c1cccc(NC(=O)COc2ncnc3c2cnn3-c2ccccc2)c1,12,15,1,1.1,1.1,2,nt,1.1,1,1
CC(C)(C)C(=O)N1CCC(O)(CS(=O)(=O)Cc2ccc(Cl)cc2)CC1,-4,-8,1,1.1,1,-2,1.1,1.1,-6,1.1
CCn1nc(C)c(CN2CCN(Cc3cccc(OC)c3)C(CCO)C2)c1C (configuration not stated),14,-11,1.1,1,1,-8,1,0.9,-7,1.1
COc1ccc(CCNC(=O)Cc2cc(OC)c(OC)cc2Br)cc1OC,9,-1,1.1,1,1.1,-6,0.99,1.2,-9,1.1
Cc1ccccc1OCC(=O)N/N=C/c1ccc(N(C)C)cc1,16,-12,1.1,0.9,1,-6,1.3,0.9,10,0.9
CC1CCCN(c2ccc(C(=O)NCc3cccs3)cn2)C1 (configuration not stated),60,-13,1,0.9,0.9,0,2.3,0.8,11,0.9
CSc1ccc(S(=O)(=O)NCc2ccc(C)cc2)cc1,7,-21,1,1,0.9,-4,0.95,0.8,-1,1
CCN1CCN(CC(=O)Nc2cc(C)on2)CC1,-6,-18,1.1,1.1,1.1,-6,1,1.1,-5,1.1
Cc1cccc(C(=O)N2CCC(c3nc4ccccc4s3)CC2)c1,-3,-9,1,1.1,1,-3,1.2,1,-3,1
CCC(CC)NC(=O)COC(=O)c1ccc(NS(=O)(=O)c2ccc3c(c2)OCCO3)cc1,11,-3,1,0.9,0.9,-2,1.5,1.1,-1,1
COc1ccc(C(=O)O/N=C(/c2ccccc2)c2ccncc2)cc1,16,-8,1,0.9,0.9,-5,1.4,1,9,0.9
C=CCn1cc(/C=N/Nc2nc3ccccc3[nH]2)c2ccccc21,40,-73,0.9,0.9,0.8,6,1.9,1,34,0.7
CCOC(=O)N1CCC(NC(=O)c2cnn3c(C(F)(F)F)cc(-c4cccc(OC)c4)nc23)CC1,nt,0,1,0.9,0.9,-3,nt,0.9,6,0.9
Cc1cccc(CCN=c2c([N+](=O)[O-])nn(-c3ccccc3)n2O)c1,22,9,1,1,1.1,3,1.2,1,-8,1.1
CC(=O)c1nc2ccccc2n1S(=O)(=O)c1ccc(Cl)cc1,-1,-9,1,1.2,1.1,-1,1.2,0.9,-4,1
O=C(CCc1nc2ccccc2[nH]1)NC1CCCCC1,-14,-6,1,1,1,0,1.4,0.9,0,1
OCCCc1nc2ccccc2[nH]1,5,-10,1.1,0.9,1,-7,1.2,0.9,-7,1.1
CN(Cc1ccccc1)c1nc(N)nc(Cl)c1C=O,-3,-14,1,0.6,1,-1,0.95,1,-4,1
COc1ccccc1NC(=O)CN1CCC(n2nnc3cc(F)ccc32)CC1,15,-9,1,0.9,0.8,-3,0.81,0.9,-6,1.1
Oc1ccccc1/C=N/Nc1ncc(Br)cn1,-57,-72,0.9,0.8,0.8,9,2.1,1,10,0.9
Cc1ccc(S(=O)(=O)Nc2cc(=O)[nH]c(SCc3ccccc3Cl)n2)cc1,-21,-11,1,0.9,0.8,-1,0.8,0.4,-4,1
CCOC(=O)c1ccc(NC(=O)CSc2nc3ncccc3[nH]2)cc1,-14,-29,1,0.9,1,-5,1.1,0.9,1,1
COc1ccc(OC)c(C(c2nnnn2CCc2ccccc2)N2CCC(C(N)=O)CC2)c1 (configuration not stated),5,-16,1.1,0.7,1,-8,1,1,-8,1.1
CCOC(=O)C(=O)Nc1cc(C(=O)OC)cc(C(=O)OC)c1,8,-10,1.1,1,1.1,-6,1.1,1.1,-8,1.1
CCOC(=O)C1=C(CN2CCSCC2)NC(=O)NC1c1cccc([N+](=O)[O-])c1 (configuration not stated),2,-5,1,1.1,1.1,-4,0.98,1.2,-4,1
O=C(CN1CCC(NC(=O)c2ccccc2F)CC1)NCc1ccc(F)cc1,0,-1,1.1,1.1,1.1,-7,0.94,1,-10,1.1
CC(=O)Nc1ccc(Oc2ccc(-c3noc(C)n3)cc2)cc1,4,-6,1.1,1,0.9,-9,1.2,1,-2,1
COc1ccc(S(=O)(=O)N(CC(=O)N2CCCC2)Cc2ccccc2)cc1,0,-5,1,1,0.9,0,1.1,1,-4,1
CCOC(=O)c1c(C)n(C)c2ccc(OC(=O)c3ccoc3)cc12,7,-3,1,1,1,-3,1.3,1,-3,1
COc1cc(/C=N/NC(=O)Cc2csc(N3CCOCC3)n2)cc(OC)c1O,21,-8,1,0.9,1,-2,1.1,1,60*,0.4
COc1ccc(-c2cc(C(F)(F)F)nc(SCC(=O)Nc3cc(C)on3)n2)cc1OC,-7,-10,1,1,1,-1,1.4,1,-4,1
CCOC(=O)COc1ccc(N)cc1CC(NC(C)=O)(C(=O)OCC)C(=O)OCC,11,-8,1,0.9,0.9,-5,0.71,1,-6,1.1
Cc1oc2nc(SCC(=O)NCc3cccnc3)nc(N)c2c1C,0,-16,1.1,1,1,-6,1.2,0.9,-8,1.1
Cc1ccc2[nH]c3c(N4CCc5ccccc5C4)ncnc3c2c1,10,-25,1,0.9,0.9,-1,0.39,1,-5,1.1
Cc1ccc(NC(=O)c2cc(N3C(=O)CCC3=O)ccc2N2CCOCC2)cc1,19,-5,1,0.9,0.9,0,1.1,0.9,-3,1
Cc1c(Br)c([N+](=O)[O-])nn1CC(=O)c1ccccc1,3,-13,1.1,1,1,-7,1.3,1,-11,1.1
C/C(=N/NC(=O)CNS(=O)(=O)c1ccc(C)cc1)c1cccc([N+](=O)[O-])c1,-1,-6,1,0.9,0.9,2,0.97,1.1,0,1
CCCCCCCCCOC(=O)C(CC(=O)O)N1CCOCC1 (configuration not stated),-3,-2,1,1,1,-3,0.81,1.1,3,1

# Sorted by number of heavy atoms (smallest number first): some entries from above
SMILES,APP 5'UTR act,TNAP inh noacc,TNAP act hiacc,PMI act hi M6P,PMI activator,TNAP inh hiacc,NF-kB expr up,bIAP act,FLuc inhib CS,FLuc act counter
CC(=O)Nc1ccc(Oc2ccc(-c3noc(C)n3)cc2)cc1,4,-6,1.1,1,0.9,-9,1.2,1,-2,1
CCOC(=O)C1=C(CN2CCSCC2)NC(=O)NC1c1cccc([N+](=O)[O-])c1 (configuration not stated),2,-5,1,1.1,1.1,-4,0.98,1.2,-4,1
Cc1ccc(NC(=O)c2cc(N3C(=O)CCC3=O)ccc2N2CCOCC2)cc1,19,-5,1,0.9,0.9,0,1.1,0.9,-3,1
COc1ccc(-c2cc(C(F)(F)F)nc(SCC(=O)Nc3cc(C)on3)n2)cc1OC,-7,-10,1,1,1,-1,1.4,1,-4,1

# Remaining list, next part
SMILES,APP 5'UTR act,TNAP inh noacc,TNAP act hiacc,PMI act hi M6P,PMI activator,TNAP inh hiacc,NF-kB expr up,bIAP act,FLuc inhib CS,FLuc act counter
COc1ccc(OC)c(NC(=O)CCN2CCCCCC2)c1,-5,-4,1,0.7,1,4,1.3,0.9,-1,1
CCN1/C(=C\C(C)=O)Sc2ccc(OC)cc21,-23,-4,1,0.8,0.8,-2,1.3,0.9,-2,1
O=C(Nc1c(-c2cccs2)nc2ccccn12)c1ccccc1F,-16,-11,1,1.1,1.1,1,0.83,0.9,-3,1
CC(C)(C)C(=O)Cn1ncc(N2CCCC2)c(Br)c1=O,39,8,1,0.9,1.1,0,1.4,1.1,2,1
C=CCNC(=O)CSc1nnc(-c2ccccc2Cl)n1-c1c(C)n(C)n(-c2ccccc2)c1=O,-9,-12,1.1,1.1,1,-7,1.2,1,-7,1.1
Cc1c(Cl)cccc1NC(=S)NC1CCN(C(C)C)CC1,49,-6,1,1,1,-4,1.1,0.9,-5,1.1
